MBNL1 CUG block: blocks human MBNL1 binding to CUG repeat RNA | TR-FRET MBNL1-His/biotin-(CUG)12 binding, 665/545 ratio | Potency, µM (series often up to 57.5 µM), for inactives: at the highest dose activity change, negative = inhibition, actives largely listed as inhibitors | 280,000 tested, 0.036% active | AID 2675; active = well fitted inhibition curve with a large enough effect in the signal ratio, with a control signal flat, not every such curve was filed as active; inconclusive = small, poorly fitted or top-dose-only effect, or effect the other way, or a change in a side signal; inactive = no such curve, though single readings can be large or run the other way; the % refers to the signal ratio; also: potency is read from the fitted curve at half-maximal effect; % is scaled to controls: 0 for no effect and ±100 for the full control effect
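Ratiometric TR-FRET (665 over 545 nm, excitation 340 nm) tracks disruption of MBNL1-His/biotin-(CUG)12 complex after 60 min at room temperature, with compounds at 92 nM to 58 uM final.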
PKM2 activator: increases activity of human pyruvate kinase M2. Potency, µM (highest dose often 57.5 µM), for inactives: at the highest dose activation, usual class: activators. 260,000 tested, 0.34% active. purified PKM2, Kinase-Glo ATP luminescence, activation; response scale: 0% is enzyme alone, no compound. P14618; also: potency is read from the fitted curve at half-maximal effect; % is scaled to controls: 0 for no effect and ±100 for the full control effect; nearly all actives have a fitted effect of over 55% in size
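hPK-M2, >95% pure; 0.1 mM ADP / 0.5 mM PEP final; imidazole pH7.2 buffer w/ 7 mM MgCl2, 50 mM KCl; 1 h RT; Kinase-Glo lum. Intermediate enzyme activity for dual inhibitor/activator qHTS.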
RORgamma inh: blocks mouse ROR gamma transcriptional activity | P51450 | Drosophila S2 Gal4-RORgamma UAS-luciferase reporter, 20 h | Potency, µM (top dose mostly 53.6 µM), without a hit: at the top dose activity change, negative = inhibition, most hits filed as inhibitors | 310,000 tested, 5.4% active | AID 2551; also: potency is read from the fitted curve at half-maximal effect; % is scaled to controls: 0 for no effect and ±100 for the full control effect; nearly all actives have a fitted effect of over 60% in size
Target sequence (P51450 whole entry, looked up, the tested form may be a part): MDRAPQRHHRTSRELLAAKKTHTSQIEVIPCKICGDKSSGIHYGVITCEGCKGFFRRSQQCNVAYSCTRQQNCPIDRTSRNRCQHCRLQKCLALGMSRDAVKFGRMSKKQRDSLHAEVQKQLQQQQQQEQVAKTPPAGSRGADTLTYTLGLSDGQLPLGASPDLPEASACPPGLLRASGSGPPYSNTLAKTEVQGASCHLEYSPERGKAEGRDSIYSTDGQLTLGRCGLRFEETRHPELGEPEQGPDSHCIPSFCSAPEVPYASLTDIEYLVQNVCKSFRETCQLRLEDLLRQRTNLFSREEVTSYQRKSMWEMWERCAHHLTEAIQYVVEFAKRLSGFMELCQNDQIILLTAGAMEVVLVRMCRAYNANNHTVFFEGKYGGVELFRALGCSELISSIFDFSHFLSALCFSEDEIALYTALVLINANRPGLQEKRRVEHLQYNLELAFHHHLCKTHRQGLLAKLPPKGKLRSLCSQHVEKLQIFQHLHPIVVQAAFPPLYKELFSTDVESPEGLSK
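A Gal4/UAS one-hybrid system in insect cells: metallothionein-promoter Gal4–ROR gamma fusion plus Photinus luciferase reporter. Copper sulfate 700 uM final, 20 hr ambient incubation, luminescent detection after 10 min with reagent.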
Menin-MLL TR inh: menin-MLL binding inhibition, Texas Red mutant peptide. O00255. Menin + Texas Red MLL mutant peptide, fluorescence polarization. Potency, µM (top dose mostly 61.6 µM), inactives show at the top dose FP activity change, negative = inhibition, usual class: inhibitors. 270,000 tested, 0.23% active; active = well fitted inhibition curve with a large enough effect in the polarisation, with a control signal flat, not every such curve was filed as active; inconclusive = small, poorly fitted or top-dose-only effect, or effect the other way, or a change in a side signal; inactive = no such curve, though single readings can be large or run the other way; the % refers to the polarisation; also: potency is read from the fitted curve at half-maximal effect; % of control where 0% means no effect; many of its hits are not listed in these tables
Target sequence (O00255 whole entry, looked up): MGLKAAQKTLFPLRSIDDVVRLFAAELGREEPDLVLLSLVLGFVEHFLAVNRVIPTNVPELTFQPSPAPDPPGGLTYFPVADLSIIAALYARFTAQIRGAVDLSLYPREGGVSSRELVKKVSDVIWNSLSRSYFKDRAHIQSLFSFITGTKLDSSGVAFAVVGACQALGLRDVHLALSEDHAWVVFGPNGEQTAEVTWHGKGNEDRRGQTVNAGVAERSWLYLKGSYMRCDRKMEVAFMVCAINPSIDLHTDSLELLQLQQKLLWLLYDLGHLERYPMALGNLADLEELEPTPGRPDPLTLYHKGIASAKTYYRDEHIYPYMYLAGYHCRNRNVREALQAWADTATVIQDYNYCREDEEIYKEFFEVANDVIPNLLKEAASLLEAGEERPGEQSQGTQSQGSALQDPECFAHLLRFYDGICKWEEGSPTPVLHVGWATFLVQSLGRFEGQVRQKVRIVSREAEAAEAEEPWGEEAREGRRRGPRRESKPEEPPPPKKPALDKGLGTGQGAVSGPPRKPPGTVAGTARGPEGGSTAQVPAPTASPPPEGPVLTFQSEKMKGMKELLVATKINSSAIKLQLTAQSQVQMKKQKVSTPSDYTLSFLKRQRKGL
KCNH2 3.1 block: KCNH2 3.1 (human) potassium channel inhibition. U2OS KCNH2 3.1, thallium flux FluxOr; hits give low values. activity change, % (tested at about 1.8 µM). 340,000 tested, 0.95% active. AID 720553;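 active = maximum activity change below -70%; inconclusive = maximum activity change from -70% to -50%; inactive = maximum activity change above -50%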;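 also: thallium influx rate constant from kinetic fluorescence after stimulation buffer; % is scaled to controls: 0 for no effect and ±100 for the full control effect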
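We transduce U2OS cells with the mutant 3.1 virus, culture them overnight, load FluxOr with Red40 quencher for 45 min, then add stimulation buffer and read kinetically for 2 min to derive a normalized rate constant.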
Rab9 prom act: Rab9 promoter activation; Huh7 Rab9 promoter-luciferase reporter, luminescence, 24 h; Potency, µM (series often up to 9.22 µM), for the others: at the top dose activation, negative = inhibition, most hits filed as activators; 320,000 tested, 2.8% active; AID 485297; also: potency is read from the fitted curve at half-maximal effect; % of control where 0% means no effect; nearly all actives have a fitted effect of over 60% in size
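Huh7 cells stably carrying a Rab9 promoter-luciferase reporter, 1500 cells per well in OP-MEM I with 10% FBS, treated with compound 24 hours at 37C. Luciferase activity read by luminescence after 10 minutes with Amplite reagent.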
FLuc modulator: firefly luciferase modulation, counter-screen for miR-21 project | P08659 | purified FLuc, Km substrates, luminescence inhibition | Potency, µM (titrated, usually from 57.5 µM), without a hit: at the highest dose activity change, negative = inhibition, most hits filed as inhibitors | 360,000 tested, 6.9% active;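 also: potency is read from the fitted curve at half-maximal effect; plate controls were vehicle for no effect and reference inhibitor for full effect; nearly all actives have a fitted effect of over 55% in size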
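Purified P. pyralis luciferase (10nM final) with 10uM D-luciferin and 10uM ATP (Km levels) in 50mM Tris acetate pH 7.5, 10mM Mg acetate, 0.01% Tween-20, 0.05% BSA; qHTS 6-point titration, ~60 µM downward; luminescence read.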
ELG1 DNA repair: blocks ELG1-dependent DNA repair in HEK293T cells; HEK293T ELG1-luciferase reporter, luminescence, 16 h; DNA damage induced by 5-fluorouridine; Potency, µM (series often up to 46.1 µM), without a hit: at the highest dose activity change, negative = inhibition, most hits filed as inhibitors; 330,000 tested, 2.3% active; AID 504467; also: potency is read from the fitted curve at half-maximal effect; % is scaled to controls: 0 for no effect and ±100 for the full control effect; nearly all actives have a fitted effect of over 55% in size
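Luminescence from the luciferase reporter, measured 30 min after ONE-Glo reagent at room temperature, was the read-out. Beforehand, 2,000 cells per well were exposed for 16 hr at 37 °C to 5-fluorouridine together with compound or vehicle.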
Mito fusion yeast: inhibitors of mitochondrial division or activators of mitochondrial fusion; 320,000 tested, 0.23% active; Potency, µM (highest dose often 46.1 µM), for inactives: at the top dose growth rescue (activation), most hits filed as activators; S. cerevisiae fusion-defective mutant growth rescue, CellTiterGlo 48 h; AID 485298;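 also: potency is read from the fitted curve at half-maximal effect; % of control where 0% means no effect; nearly all actives have a fitted effect of over 45% in size; temperature-sensitive fusion mutants such as fzo1-1 at 37 °C on non-fermentable ethanol glycerol medium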
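Luminescent cell viability in 1536-well qHTS format served as the measure of rescued growth in ts fusion-mutant S. cerevisiae cultured on non-fermentable YPEG for 48 hours at 37C.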
NPC1 promoter act: activators of NPC1 promoter; Huh7 NPC1 promoter luciferase reporter, 24 h; Potency, µM (highest dose often 9.22 µM), without a hit: at the highest dose activation, hits mostly activators; 320,000 tested, 2.4% active; AID 485313;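 also: potency is read from the fitted curve at half-maximal effect; % of control where 0% means no effect; nearly all actives have a fitted effect of over 60% in size; reporter is driven by a mutant NPC1 promoter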
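Compounds in DMSO were transferred onto Huh7 NPC1-luciferase reporter cells pre-incubated 2 h; after 24 h at 37 °C, Amplite reagent was dispensed and luminescence recorded 10 min later.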
VP16 counter: inhibits Gal4-VP16 luciferase reporter, ROR gamma counter-screen. Drosophila S2 Gal4-VP16 UAS-luciferase, luminescence, 20 h. Potency, µM (titrated, usually from 53.6 µM), for inactives: at the top dose activity, negative = inhibition, actives largely listed as inhibitors. 310,000 tested, 3.5% active;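 also: Gal4-VP16 expression switched on by copper sulfate through the metallothionein promoter; potency is read from the fitted curve at half-maximal effect; % is scaled to controls: 0 for no effect and ±100 for the full control effect; nearly all actives have a fitted effect of over 50% in size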
* hit, by the source's call; ? = inconclusive; / = not tested or not shown; & = joins results of further samples; [ ] = another dose, or the depositor's remark. Unless noted, calls follow the shape of the dose curve; as a rule, active = well fitted curve in the direction sought with a large enough effect; inconclusive = small, poorly fitted or top-dose-only effect, or another doubt; inactive = no such curve, though single readings can be large; an effect the other way counts as inactive or inconclusive.

SMILES	MBNL1 CUG block	PKM2 activator	RORgamma inh	Menin-MLL TR inh	KCNH2 3.1 block	Rab9 prom act	FLuc modulator	ELG1 DNA repair	Mito fusion yeast	NPC1 promoter act	VP16 counter
Cc1cc(C)c(S(=O)(=O)Nc2ccc3c(c2)CCC3)c(C)c1	/	5%	-12%	-1%	-13	1%	-10%	-17%	-27%	0%	-16%
Cc1ccc(NC(=O)CCC(=O)OCCCC(F)(F)C(F)(F)F)cc1	-7%	1%	-3%	18%	5	-3%	-2%	4%	5%	-3%	-4%
Nn1c(Cc2ccc(Br)cc2)n[nH]c1=S	-2%	2%	-37%	0%	2	-2%	-16%	-1%	?	-2%	6%
CCCC(=O)N(Cc1cc(=O)[nH]c2ccccc12)c1ccccc1OC	4%	/	-2%	-25%	4	9%	0%	-11%	-1%	1%	10%
N#Cc1cc2ccccc2nc1SCc1cccnc1	11%	5%	-24%	-5%	-4	-7%	-2%	?	8%	1%	-4%
Cn1nnnc1Sc1ncnc2scc(-c3ccc(C#N)cc3)c12	/	/	/	/	/	-38%[inhibitor]	-2%	?	-15%	-27%	/
CCC(CO)NCC(O)COCc1ccc2c(c1)OCO2 (stereo unspecified)	-2%	1%	2%	3%	-4	3%	3%	7%	-2%	-3%	-5%
O=C(CC1(CC2=NS(=O)(=O)c3ccccc3N2)CCCC1)NCCc1ccccc1	8%	-1%	-1%	1%	13	1%	-7%	-23%	-3%	8%	3%
COc1ccccc1OCCNC(=O)CCC(=O)N1CCOCC1	/	/	/	/	4	-1%	8%	-4%	-3%	0%	/
NS(=O)(=O)c1ccc(CCNC(=O)CNCCc2ccccc2)cc1	-7%	/	-1%	-20%	2	-1%	0%	2%	-2%	0%	5%
COc1cc(/C=C2\S/C(=N/S(=O)(=O)c3ccccc3)NC2=O)c([N+](=O)[O-])cc1OC	?	2%	?	?	8	0%	0%	-4%	1%	-3%	13%
CCOC(=O)Cc1csc(NC(=O)c2c(-c3ccccc3)noc2C)n1	-6%	0%	-18%	-21%	-8	11%	0%	-12%	-3%	1%	16%
O=C(Nc1ccccc1C(=O)O)c1cccc(NC(=O)c2ccccc2Cl)c1	-1%	-5%	5%	?	-5	10%	19µM*	14%	0%	4%	-3%
O=C(O)c1cc(NC(=O)C2CCCO2)cc(NC(=O)C2CCCO2)c1 (stereo unspecified)	0%	-5%	-7%	17%	-11	-3%	5%	2%	1%	-1%	-8%
COc1ccccc1CN1CC(C(=O)NCc2nc3ccccc3n2C)CCC1=O (stereo unspecified)	9%	2%	-34%	/	-7	9%	-2%	4%	1%	-10%	4%
COc1cccc(OCCSc2nc(N)cc(N)n2)c1	10%	7%	7.9µM*	7%	-12	?	24µM*	-5%	18%	?	6.3µM*
O=C(C1=C[C@H](C2CC2)C[C@H](OCCCCO)O1)N1CCN(Cc2ccccc2)CC1	-9%	-1%	14%	?	/	2%	2%	?	0%	1%	4%
CCNc1c(NCC)c(=O)c1=O	-7%	0%	3%	/	-4	-3%	1%	10%	0%	-3%	-4%
Cn1c(SCC(=O)Nc2nc(C(C)(C)C)cs2)nnc1C1CC1	4%	-2%	20%	1%	-4	-5%	2%	?	3%	-5%	-12%
NC(=O)c1ccc(-c2nnn(CC(=O)Nc3cccc(S(=O)(=O)N4CCCC4)c3)n2)cc1	/	/	/	/	-10	20%	?	28%	1%	-2%	/
O=C(N/N=C\c1cccc(Br)c1)c1ccccc1-n1cccc1	8%	0%	-2%	4%	-30	4%	0%	0%	-2%	12%	0%
Cc1nnc(Nc2ccccn2)c2ccccc12	-9%	5%	?	-10%	2	12%	?	25%	0%	11%	6%
CCc1c(C)sc(NC(=S)N2CCN(CC)CC2)c1C(=O)OC	-1%	3%	-6%	-1%	-2	-2%	-4%	-14%	-21%	-5%	-14%
COc1ccc(C(=O)NC(C(=O)NCC2(N3CCCCC3)CCCCC2)C(C)C)cc1 (stereo unspecified)	/	/	/	/	-14	-2%	0%	6%	-4%	1%	/
O=C(Nc1ccncc1)c1ccc(Br)cc1	-6%	-4%	27%	-3%	7	7%	?	-1%	2%	-2%	3%
CCc1cc(CN2CCOCC2)c(NC(=O)c2ccccc2)s1	-1%	/	21%	-5%	-15	17%	?	0%	6%	-1%	-22%
CCc1nonc1NC(=O)c1oc2ccc(F)cc2c1C	5%	-7%[0.46 µM]	17%	-10%	-7	?	-1%&1%	?	-3%	24%	-2%
O=C(NC1CCCCC1)n1c(=O)oc2cc(S(=O)(=O)N3CCCCC3)ccc21	-11%	3%	0%	2%	11	5%	-2%	22%	0%	10%	3%
O=C(Nc1nnc(SCc2ccccc2)s1)c1ccco1	6%	-5%	6%	-4%	-18	18%	?	?	7%	19%	-6%
CC1CC(C)(C)CC2(C1)NC(=O)N(CC(=O)N1CCN(S(=O)(=O)c3cccs3)CC1)C2=O (stereo unspecified)	/	/	/	/	7	-6%	4%	-3%	-2%	-2%	/
CC(=O)N1CCCN(C(=O)c2ccc3nc(Cc4cccc(Cl)c4)oc3c2)CC1	-9%	2%	1%	-21%	26	-4%	-2%	?	-3%	2%	5%
O=C(CC(NS(=O)(=O)c1ccc(Cl)cc1)c1ccco1)NC1CCCC1 (stereo unspecified)	-1%	-6%	3%	-15%	-11	2%	-2%	0%	-8%	-5%	10%
O=C(NNC(=O)C1CC1)c1cccc([N+](=O)[O-])c1	?	/	-20%	/	-30	5%	2%	2%	3%	-3%	5%
O=C(NN1C(=O)C2C(C1=O)C1C=CC2C12CC2)c1ccccc1Cl (stereo unspecified)	/	-2%	4%	/	1	-2%	-3%	3%	-1%	2%	0%
O=C(O)c1sccc1S(=O)(=O)N1CCOCC1	/	/	/	/	4	-2%	0%	?	-4%	2%	/
COC(=O)c1ccc(NC(=O)C(=O)c2cn(CC(=O)N3CCOCC3)c3ccccc23)cc1	-1%	/	-9%	/	-17	-3%	-12%	-2%	2%	-1%	-1%
NC(=O)c1nsc(C(=O)N(Cc2cccnc2)C(C(=O)NCc2ccc(F)cc2)c2ccc(O)cc2)c1N (stereo unspecified)	?	/	3%	/	2	1%	1%	-13%	-3%	-2%	-6%
CC1(C)Cc2ccccc2-c2nnc(SCc3ccc(C#N)cc3)n21	-13%	3%	15%	-19%	15	1%	-3%	?	18%	-3%	0%
Cc1cc([N+](=O)[O-])ccc1NC(=O)c1cc2ccccc2o1	77%[activator]	-1%	-17%	-20%	-1	2.5µM*	?	?	2%	?	8%
COC(=O)c1nn(-c2ccccc2)c(Cl)c1/C=N/OCc1ccc(C)cc1	-6%	-1%	43%	3%	-10	1%	?	-19%	-7%	-2%	8%
O=C(COc1ccc(Cl)cc1)Nc1cc2c3c(c1)CC(=O)N3CCC2	/	/	/	/	-2	1%	0%	-10%	-6%	-2%	/
CCN(CCCn1c(=S)[nH]c2ccc(N3CCOCC3)cc2c1=O)c1ccccc1	50%[activator]	-8%	4µM*	?	-1	-1%	3%	?	-5%	-6%	?
C=CCCC(=O)NC1CCCc2c1cnn2-c1ccccc1F (stereo unspecified)	-5%	5%	15%	-20%	-2	2%	1%	-13%	0%	1%	0%
Cc1nnc(SCC(=O)NC2CCCc3c2cnn3-c2ccccc2F)o1 (stereo unspecified)	-4%	/	5%	/	16	-2%	1%	5%	2%	0%	-1%
COc1cc(C(=O)OCCCN2CCOCC2)ccc1O	7%	1%	-7%	16%	12	21%	-12%	?	-5%	0%	-3%
Cc1ccc(CN2C(=O)CCC2C(=O)NCc2cccnc2)cc1 (stereo unspecified)	-3%	-6%	-5%	7%	9	0%	1%	-10%	-3%	-5%	-2%
COc1ccc(C(=O)CSc2nnc(CN3CCCCC3)n2-c2ccc(F)cc2)cc1OC	/	3%	11%[10 µM]	7%	-7	0%	3%	0%	-4%	1%	12%
CN(C(=O)C12CC3CC(CC(C3)C1)C2)C1CCS(=O)(=O)C1 (stereo unspecified)	-8%	4%	1%	-6%	0	6%	-1%	12%	1%	1%	-13%

This is a subset (hit frequency here may not be typical).
